USP2a inh: USP2a (human) protease inhibition. O75604. USP2 core, Ub-CHOP2 coupled fluorogenic reporter, 485/531. Potency, µM (series often up to 38.3 µM), without a hit: at the top dose activity change, negative = inhibition, usual class: inhibitors. 0.01% of 330,000 active. AID 463254;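 note: potency is the fitted concentration of half-maximal effect; plate controls were DMSO wells for no effect and full inhibition by NEM control for full effect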
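Cell-free coupled assay: 10nM USP2 core preincubated 30min RT with compound in Tris-HCl pH 8.0/CaCl2/CHAPS buffer, then 25nM Ub-CHOP2 and 25nM reporter substrate; fluorescence (Ex 485/Em 531) read after 60min RT, normalized to NEM inhibition, concentration-response curves fitted.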
B2AR arrestin: agonists driving beta-arrestin recruitment to human beta2-adrenergic receptor; P07550; beta-arrestin recruitment to beta2AR, cell-based reporter; Potency, µM (top dose mostly 46.1 µM), inactives show at the highest dose activation, usual class: activators; 0.02% of 330,000 active;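 note: potency is the fitted concentration of half-maximal effect; 0% = DMSO controls and full agonism = EC100 isoproterenol or metaproterenol; nearly all actives have a fitted effect of over 65% in size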
TCR activator: T cell receptor activation; 330,000 tested, under 10 active; AID 504894; Potency, µM (titrated, usually from 9.22 µM), inactives show at the top dose activation of IL-2 secretion, most hits filed as activators; primary human leukocytes, anti-CD3, IL-2 HTRF, 48 h; note: % of control where 0% means no effect
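Compounds are tested in HTS on primary human leukocytes co-incubated with a-CD3 beads for 48 hr. IL-2 output is measured by time-resolved FRET.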
Tb PFK block: blocks T. brucei phosphofructokinase | T. brucei PFK, ADP-Glo luminescence | AID 485367 | Potency, µM (top dose mostly 57.5 µM), for inactives: top-dose activity, negative = inhibition, most hits filed as inhibitors | 0.17% of 330,000 active | O15648;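 note: potency is the fitted concentration of half-maximal effect; 0% = uninhibited 1x PFK enzyme wells and -100% = no-enzyme wells; nearly all actives have a fitted effect of over 60% in size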
Target sequence (O15648 whole entry, looked up): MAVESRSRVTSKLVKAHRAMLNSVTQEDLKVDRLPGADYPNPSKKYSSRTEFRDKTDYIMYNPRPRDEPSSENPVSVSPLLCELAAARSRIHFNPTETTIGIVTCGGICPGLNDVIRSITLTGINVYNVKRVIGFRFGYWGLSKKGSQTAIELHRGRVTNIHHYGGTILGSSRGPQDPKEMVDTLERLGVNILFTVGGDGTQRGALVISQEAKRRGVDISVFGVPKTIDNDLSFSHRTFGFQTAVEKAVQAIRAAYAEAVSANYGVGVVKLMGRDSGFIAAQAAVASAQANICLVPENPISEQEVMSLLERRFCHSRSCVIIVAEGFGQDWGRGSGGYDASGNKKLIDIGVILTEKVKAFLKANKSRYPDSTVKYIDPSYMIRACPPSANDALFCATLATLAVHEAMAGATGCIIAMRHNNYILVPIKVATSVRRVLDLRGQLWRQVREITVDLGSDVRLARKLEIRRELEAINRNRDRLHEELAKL
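Activity is normalized to no-enzyme wells (full inhibition) and 1.25 nM enzyme wells (no inhibition). Reaction: 0.5 mM F6P, 0.1 mM ATP, 45 min RT, ADP-Glo luminescence; concentration-response curves fitted and classed by quality.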
Mito fusion act: inhibitors of mitochondrial division or activators of mitochondrial fusion | Potency, µM (doses to about 46.1 µM), for the others: at the top dose growth rescue (activation), most hits filed as activators | 0.23% of 320,000 active | AID 485298 | S. cerevisiae fusion-defective mutant growth rescue, CellTiterGlo 48 h;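 note: potency is the fitted concentration of half-maximal effect; % of control where 0% means no effect; nearly all actives have a fitted effect of over 45% in size; temperature-sensitive fusion mutants such as fzo1-1 at 37 °C on non-fermentable ethanol glycerol medium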
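Yeast fusion mutant, YPEG (non-fermentable carbon), compound, 48 h at 37C non-permissive; CellTiterGlo added, 10 min RT, luminescence read. Rescued growth = division inhibition.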
Eya2 inh: inhibitors of human Eya2 phosphatase activity | recombinant Eya2, OMFP fluorescence dephosphorylation (OMFP is methylfluorescein phosphate) | Potency, µM (doses to about 76.9 µM), for inactives: top-dose activity, negative = inhibition, most hits filed as inhibitors | 0.006% of 330,000 active | AID 488837; note: potency is the fitted concentration of half-maximal effect; % is set by controls: 0 for no effect and ±100 for the full control effect
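Eya2 protein (added as 0.2 uM solution) was preincubated with compound for 10 min at ambient temperature in 50 mM HEPES pH 7.5, 50 mM NaCl, 5 uM MgCl2, 0.05% BSA, 1 mM DTT. OMFP (added at 50 uM) then reacted 10 min; fluorescence read at 485/525 nm.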
BCR signal inh: inhibitors of chronic active B-cell receptor signaling; Potency, µM (top dose mostly 46.1 µM), for inactives: top-dose ratio change, negative = lower green/red ratio, actives largely listed as inhibitors; ABC-DLBCL IkBa-CBG/CBR reporter, luminescence ratio, 4 h; 0.05% of 340,000 active; active = well fitted inhibition curve with a large enough effect in the signal ratio, with a control signal flat, not every such curve was filed as active; inconclusive = small, poorly fitted or top-dose-only effect, or effect the other way, or a change in a side signal; the % refers to the signal ratio;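 note: potency is the fitted concentration of half-maximal effect; plate controls were basal doxycycline-induced cells for no effect and cells given 10 µM MG132 for full effect; MG132 reads +100%, hits lower the ratio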
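Compounds up to 46 uM were incubated four hours with TMD8 cells whose green CBG68 luciferase is fused to IkappaBalpha; red CBR luminescence normalised the signal, and concentration-effect curves were fitted to fusion, red and ratio data.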
TSHR antagonist: antagonists of human thyroid stimulating hormone receptor; P16473; TSHR-expressing cells, TSH-stimulated cAMP HTRF, 2 h; hits give low values; activity change, negative = inhibition, % at 11.5 µM; 0.2% of 330,000 active;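 active = activity change below a set negative limit, meaning inhibition stronger than a set level, cut at about -70% in these data; inconclusive = activity change between two set negative limits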; note: % is set by controls: 0 for no effect and ±100 for the full control effect
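Inhibition of cAMP made by TSHR-expressing cells under TSH stimulation (4nM final, EC80; 2 h, 37 deg C) is quantified with a one-step lysis HTRF kit, anti-cAMP cryptate versus cAMP-d2.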
ELG1 DNA repair: blocks ELG1-dependent DNA repair in HEK293T cells; HEK293T ELG1-luciferase reporter, luminescence, 16 h; DNA damage induced by 5-fluorouridine; Potency, µM (series often up to 46.1 µM), inactives show at the highest dose activity change, negative = inhibition, actives largely listed as inhibitors; 2.3% of 330,000 active; AID 504467; note: potency is the fitted concentration of half-maximal effect; % is set by controls: 0 for no effect and ±100 for the full control effect; nearly all actives have a fitted effect of over 55% in size
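Luminescence from the luciferase reporter, measured 30 min after ONE-Glo reagent at room temperature, was the read-out. Beforehand, 2,000 cells per well were exposed for 16 hr at 37 °C to 5-fluorouridine together with compound or vehicle.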
PTAP TSG101 blk: blocks PTAP/TSG101 interaction to inhibit HIV-1 budding. AID 493005. Fluorescence polarization, FITC-PTAP peptide / Tsg101 binding. Q99816. 340,000 tested, under 10 active. Potency, µM (doses to about 115 µM), for inactives: at the highest dose activity change, negative = inhibition, actives largely listed as inhibitors; active = well fitted inhibition curve with a large enough effect in the main read-out, with a control signal flat, not every such curve was filed as active; inconclusive = small, poorly fitted or top-dose-only effect, or effect the other way, or a change in a side signal; inactive = no such curve, though single readings can be large or run the other way; note: potency is the fitted concentration of half-maximal effect; % of control where 0% means no effect
Target sequence (Q99816 whole entry, looked up): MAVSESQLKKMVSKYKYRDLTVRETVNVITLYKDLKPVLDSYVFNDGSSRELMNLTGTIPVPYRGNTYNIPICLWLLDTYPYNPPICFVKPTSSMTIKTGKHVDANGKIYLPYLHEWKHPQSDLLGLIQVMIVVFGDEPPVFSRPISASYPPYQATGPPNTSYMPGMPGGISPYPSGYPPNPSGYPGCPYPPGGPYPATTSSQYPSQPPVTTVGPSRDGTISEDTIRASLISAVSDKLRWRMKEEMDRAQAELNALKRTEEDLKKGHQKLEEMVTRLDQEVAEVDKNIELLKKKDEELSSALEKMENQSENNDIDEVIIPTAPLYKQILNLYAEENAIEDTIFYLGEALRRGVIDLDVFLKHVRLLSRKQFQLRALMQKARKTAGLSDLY
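Steps: Tsg101 binding domain dispensed (10 uM final), compounds pinned in DMSO, FITC-labeled PTAP-motif peptide added (50 nM final); after 20 min binding at room temperature, polarization measured.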
uPA surface inh: blocks generation of uPA at the cell surface; cell surface uPA generation assay, qHTS; Potency, µM (doses to about 38.3 µM), inactives show at the top dose activity change, negative = inhibition, hits mostly inhibitors; 0.31% of 330,000 active; AID 540303; active = well fitted inhibition curve with a large enough effect; inconclusive = small, poorly fitted or top-dose-only effect; inactive = no such curve, though single readings can be large or run the other way; tested in mouse RAW 264.7 cells; note: potency is the fitted concentration of half-maximal effect; % is set by controls: 0 for no effect and ±100 for the full control effect; nearly all actives have a fitted effect of over 55% in size
Starred values were filed as active, the others as inactive; ? = inconclusive; · = not tested or not shown; [ ] = remark or other dose. Unless noted, calls come from the whole dose curve; as a rule, active = well fitted curve in the direction sought with a large enough effect; inconclusive = small, poorly fitted or top-dose-only effect, or another doubt; inactive = no such curve, though single readings can be large; an effect the other way counts as inactive or inconclusive.

SMILES	USP2a inh	B2AR arrestin	TCR activator	Tb PFK block	Mito fusion act	Eya2 inh	BCR signal inh	TSHR antagonist	ELG1 DNA repair	PTAP TSG101 blk	uPA surface inh
Cc1ccc(-n2c(-c3ccncc3)n[nH]c2=S)c(C)c1	3%	0.1%	-7%	-2%	-2%	4%	6%	-3	1%	-7%	4%
CNC(=S)N/N=C(\C)c1ccc(-n2ccnc2)cc1	0%	-0.4%	1%	-2%	2%	-25%	?	1	?	-4%	-4%
O=C(OCc1ccc2c(c1)OCO2)c1ccc(S(=O)(=O)N2CCCCC2)cc1	1%	-0.4%	-5%	-6%	-8%	-26%	-3%	-5	17%	1%	6%
COc1cc(NC(=O)c2ccc(OC)c([N+](=O)[O-])c2)ccc1NC(=O)c1ccco1	-8%	-0.4%	-13%	5%	6%	-11%	-1%	19	0%	6%	-4%
O=S(=O)(NCCc1ccc(Cl)cc1)c1cccs1	1%	0.4%	-10%	-3%	1%	5%	?	-4	-5%	-6%	8%
Cc1noc(C)c1C(=O)OCC(=O)NCCc1ccc(S(N)(=O)=O)cc1	-2%	0.5%	-2%	0%	·	-19%	0%	-7	?	0%	-2%
Cc1sc2nc(SCC(=O)Nc3cccc(C(=O)O)c3)[nH]c(=O)c2c1C	-1%	-0.2%	8%	0%	2%	-4%	?	-3	1%	-3%	25%
CCc1nnc(NC(=O)CN2CCN(Cc3cccc(Cl)c3)CC2)s1	3%	0.4%	·	1%	0%	3%	6%	27	-16%	-2%	-1%
COc1cc2nc(Nc3ccc(C)c(Cl)c3)nc(N)c2cc1OC	2%	0.4%	-4%	5%	-21%	13%	?	12	?	-1%	-2%
O=C(NC1CC1)C1CCN(C2CCN(C(=O)c3ccc(C(F)(F)F)cc3)CC2)CC1	1%	0.4%	0%	1%	4%	5%	1%	22	8%	-7%	-4%
O=C(Nc1cc(C(F)(F)F)ccc1-n1cnc2ccccc21)c1ccccc1	4%	2.6%	5%[46.1 µM]	-5%	12%	4%	?	-5	2%	-1%	-13%
Cc1cc(C)cc(OCC(=O)Nc2ccc(N3CCCC3)cc2)c1	?	-0.1%	3%	?	-2%	-22%	-1%	-2	-18%	-1%	5%
CCNC1=C(Cl)C(=O)c2ccccc2C1=O	?	-0.1%	-2%	7%	-19%	6%	?	-4	-14%	-7%	-12%
CCn1c(O)c(C=Nc2ccccc2)sc1=O	1%	-0.6%	-2%	0%	-5%	11%	-13%	7	-5%	-2%	-9%
CC1(C)CC(=O)C2=C(C1)N(Cc1ccco1)C(=O)C2(NC(=O)c1ccc(Cl)cc1Cl)C(F)(F)F (stereo unspecified)	1%	-1.9%	·	0%	3%	2%	-14%	1	8%	1%	·
Cc1nn(Cc2ccc(Cl)cc2Cl)c(C)c1NC(=O)c1nc2n(n1)C(C(F)F)CC(C)N2 (stereo unspecified)	-1%	0.1%	3%	2%	7%	-8%	4%	4	-26%	3%	3%
O=C(NC1CC1)C1=C[C@H](C2CCCCC2)C[C@H](OCCCCO)O1	-9%	-0.5%	3%	-9%	27%	-11%	?	-6	1%	-1%	-18%
Cc1ccc(-c2nnc(N)o2)cc1	1%	-1.5%	0%[46.1 µM]	-1%	-3%	-14%	-1%	-7	?	-3%	-2%
CN1CCN(/N=C/c2ccc(Br)cc2)CC1	2%	-0.5%	7%	4%	-5%	-3%	?	25	?	-3%	0%
Cc1ccc(N(CC(O)CN2CCOCC2)S(=O)(=O)c2ccc([N+](=O)[O-])cc2)cc1 (stereo unspecified)	0%	0.4%	1%	-21%	-19%	-4%	-5%	34	0%	-11%	-10%
COc1cccc(C(=O)c2c[nH]c(C(=O)NCc3ccco3)c2)c1	1%	-0.3%	-3%	1%	-2%	-13%	?	-14	-17%	1%	-1%
CC(=O)Nc1ccc(N2C(=O)c3ccc(S(=O)(=O)c4ccc(C(=O)O)cc4)cc3C2=O)cc1	-7%	-0.1%	-2%	-3%	1%	-25%	5%	-2	7%	-4%	5%
COC(=O)CSC1=C(C#N)C(c2ccc(C(C)C)cc2)CC(=O)N1 (stereo unspecified)	-4%	0.4%	4%	-10%	1%	26%	4%	4	-2%	-3%	-6%
Cc1ccc(CNC(=O)CCS(=O)(=O)c2ccc3c(c2)oc(=O)n3C)cc1	1%	0.5%	3%	-6%	4%	6%	1%	12	4%	-2%	-4%
C=CCN1C(=O)CSc2ccc(C(=O)NCCC3=CCCCC3)cc21	0%	0.5%	2%	-3%	22%	-23%	?	-20	?	-9%	·

Next part
SMILES	USP2a inh	B2AR arrestin	TCR activator	Tb PFK block	Mito fusion act	Eya2 inh	BCR signal inh	TSHR antagonist	ELG1 DNA repair	PTAP TSG101 blk	uPA surface inh
CNC(=S)N/N=C/c1ccc(OCc2ccccc2)c(Br)c1	3%	-0.7%	-2%[46.1 µM]	-3%	-19%	-6%	?	-6	1%	1%	2%
CC(=O)Nc1ccc(NC(=O)Nc2ccccc2)cc1	-2%	-1.0%	-1%	-3%	-4%	2%	?	-5	?	-7%	7%
CC(C)NS(=O)(=O)c1ccc(CCC(=O)N2CCCC2)cc1	2%	-0.2%	-13%	-8%	-2%	11%	2%	6	-7%	-1%	2%
COc1cc(C2C(C#N)=C(N)Oc3c2oc(CO)cc3=O)ccc1OC(C)C (stereo unspecified)	-4%	0.5%	0%	-1%	-1%	-5%	0%	4	12%	-1%	3%
CCOc1cc(C(=O)Nc2ccc(S(=O)(=O)NC3=NCCCCC3)cc2)cc(Br)c1OC	1%	0.2%	·	0%	0%	-16%	?	-10	?	-2%	1%
CC[C@@H]1[C@H]2CCCC(=O)N3CC[C@@H](C[C@@H]1Nc1ccccc1)[C@@H]23	4%	2.3%	-13%	1%	4%	12%	?	-15	-14%	1%	1%
Cn1cncc1C#Cc1ccc2cc(CCO)oc(=O)c2c1	1%	0.8%	4%	-14%	8%	5%	-4%	4	26%	0%	-17%
CCN(CC)S(=O)(=O)c1ccc(Cl)c(C(=O)OC2CC(C)OC2=O)c1 (stereo unspecified)	3%	-0.9%	-1%	-3%	0%	2%	-9%	-15	-2%	2%	-1%
Cc1ccc(-n2cc(-c3ccc([N+](=O)[O-])cc3)[nH]c2=S)c(C)c1	-1%	-0.3%	-6%[46.1 µM]	-2%	?	1%	?	6	-29%	-1%	-3%
Cc1ccn2cc(-c3nonc3C)cc2c1	-5%	-1.8%	0%	20%	-6%	3%	-2%	22	?	-9%	?
COc1ccc(CN2CCN(C(=O)c3cccs3)CC2)cc1Br	0%	-0.3%	-5%	-2%	2%	-9%	?	11	?	-4%	1%
COc1ccc(NC(=O)CN2CC(C)OC(C)C2)cc1Cl (stereo unspecified)	3%	-0.2%	5%	2%	6%	-1%	2%	13	5%	-2%	3%
Cn1ccnc1C1CCCCN1Cc1nc(Cc2cccc(C(F)(F)F)c2)no1 (stereo unspecified)	0%	3.0%	-5%	-7%	-2%	-2%	-10%	-9	-17%	-2%	-2%
Cc1ccc2c(c1)[C@H]1[C@H](CO2)[C@H](c2ccccc2)[C@]2(C)C(=O)NCC(=O)N12	2%	0.0%	-1%	-8%	-13%	-23%	9%	1	18%	-4%	9%
Cc1cc(C)n(-c2nc3ccccc3nc2N2CCC(C)CC2)n1	3%	-0.7%	3%	5%	-16%	-25%	?	12	-12%	2%	·
CN(C)S(=O)(=O)c1cc(C(=O)O)c(NC2CCCCC2)cc1Cl	1%	-0.2%	2%	2%	-2%	15%	-22%	-7	-4%	-1%	·
O=S(=O)(c1ccccc1)N1N=C(c2ccc(Cl)cc2)CC1c1ccco1 (stereo unspecified)	-2%	-0.1%	1%	8%	?	16%	?	-13	-24%	6%	?
Cc1ccc(NC2=NCCCCC2)cc1	1%	-0.3%	-2%	4%	0%	-5%	2%	4	15%	-2%	4%
CONc1nc(NC(C)(C)C)nc(OCC#N)n1	1%	-0.5%	2%[46.1 µM]	0%	4%	-6%	?	4	?	-3%	-8%
O=C(O)C1Cc2ccccc2CN1S(=O)(=O)/C=C/c1ccccc1 (stereo unspecified)	1%	0.0%	2%	-7%	0%	2%	5%	0	0%	-5%	7%

Screening results: PubChem BioAssay, National Center for Advancing Translational Sciences (NCATS)
